# GSK3A inh: inhibitors of human GSK-3 alpha kinase | P49840 | ADP-Glo luminescence, 60 min | inhibition, % at 10 µM | hit rate 0.1% among 320,000;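 in the data active = inhibition above about 50%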;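 note: GST-tagged GSK-3 alpha with peptide substrate and 25 µM ATP; 0% = DMSO neutral wells and 100% = GW8510 positive control wells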
# KCNQ1 pot: human KCNQ1 channel potentiation or activation | P51787 | CHO-K1 KCNQ1, thallium flux FluxOR fluorescence; active compounds read high | B-score at 10 µM | hit rate 0.35% among 310,000;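 active = fluorescence ratio B-score, a plate-corrected score, at least three library SD, with initial intensity B-score within 5 SD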
#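 Assay system: CHO-K1 cells stably expressing KCNQ1; Medium: assay buffer with matched DMSO; Also added: K+/Tl+ depolarizing stimulus; Dosing: single dose; Timing: dye 90 min, compound 20 min, room temperature; Measured by: kinetic FluxOR thallium fluorescence, 10-s 1-Hz baseline, 110-s post-stimulus read; Read-out: peak-minus-minimum fluorescence over initial fluorescence, negative-control normalized, B-scored.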
# KCNQ1 block: inhibitors of human KCNQ1 potassium channel; P51787; CHO-K1 KCNQ1, FluxOR thallium flux fluorescence; active compounds read high; B-score at 10 µM; hit rate 1.3% among 310,000; AID 2642;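 active = compounds whose thallium flux B-score, printed positive for inhibition, exceeds three library SD while starting fluorescence stays within three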;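 note: channel opened by potassium depolarization with thallium stimulus after 20 min compound exposure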
# RGS4 inh: inhibitors of human RGS4; HEK293 M3R/RGS4 inducible, Fluo-4 calcium flux; active compounds read high; triggered by carbachol at its EC20; hit rate 0.45% among 310,000; B-score at 10 µM; P49798;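 active = B-score, a plate-corrected calcium signal, over three deviations above library mean, with baseline fluorescence within five deviations of library mean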;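 note: RGS4 expression induced by doxycycline in cells with stable M3 receptor; B-score is computed from the integrated fluorescence ratio over baseline after carbachol; higher B-score means a larger calcium signal and so more RGS4 inhibition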
# Target sequence (P49798 whole entry, looked up): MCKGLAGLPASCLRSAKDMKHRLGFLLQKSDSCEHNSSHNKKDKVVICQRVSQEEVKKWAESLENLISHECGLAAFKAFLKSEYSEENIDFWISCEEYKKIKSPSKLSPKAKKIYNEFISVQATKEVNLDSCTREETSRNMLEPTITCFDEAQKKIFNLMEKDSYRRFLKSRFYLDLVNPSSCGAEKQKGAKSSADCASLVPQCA
# GSK3B inh: blocks human GSK3beta kinase activity; P49841; GST-GSK3beta kinase, ADP-Glo luminescence, 60 min; active compounds read low; activity score (negative = inhibition), % at 10 µM; hit rate 0.038% among 300,000;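 active = more than half of replicate wells score below -50%, meaning over 50% inhibition versus plate controls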;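 note: 0% = median DMSO wells and -100% = median GW8510 positive control wells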
#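 Test system: GST-fused GSK3beta enzyme, cell-free | Quantity: 1.6 ng GST-GSK3beta enzyme per well | Reagent: 25 µM ATP with peptide substrate | Schedule: 60 min enzyme reaction, room temperature | Signal: Luminescent ADP-Glo measurement of ADP formed | Read-out basis: Score relative to plate controls | Control set: DMSO and 20 µM GW8510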
# KCNK9 block: blocks the human KCNK9 two-pore domain potassium channel. HEK293 KCNK9, FluxOR thallium flux fluorescence; active compounds read low. Q9NPC2. hit rate 1.2% among 310,000. B-score at 10 µM;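 active = ratio B-score over 3 SD below the library mean, with starting fluorescence within 5 SD of its mean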;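 note: negative B-score means less thallium flux so channel inhibition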
# Target sequence (Q9NPC2 whole entry, looked up, the tested form may be a part): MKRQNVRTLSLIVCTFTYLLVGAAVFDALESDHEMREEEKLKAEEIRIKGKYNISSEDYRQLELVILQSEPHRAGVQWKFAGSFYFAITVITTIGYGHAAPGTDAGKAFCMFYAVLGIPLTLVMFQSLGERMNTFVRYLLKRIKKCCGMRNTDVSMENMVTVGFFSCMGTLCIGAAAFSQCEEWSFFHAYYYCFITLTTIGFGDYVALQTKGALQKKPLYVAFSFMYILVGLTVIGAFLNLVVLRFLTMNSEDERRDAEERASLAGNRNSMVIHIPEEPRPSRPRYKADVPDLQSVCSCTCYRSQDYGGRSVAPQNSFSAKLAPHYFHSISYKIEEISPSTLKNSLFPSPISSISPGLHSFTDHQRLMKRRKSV
# KCNK3 block: human KCNK3 channel inhibition, primary screen | O14649 | B-score at 10 µM | CHO-KCNK3 thallium flux, FluxOR fluorescence; active compounds read low | AID 602410 | hit rate 0.84% among 340,000;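 active = B-score under library mean minus 4 SD, starting fluorescence ratio at most library mean plus 5 SD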;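 note: more negative B-score means stronger inhibition of thallium flux through KCNK3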
# Target sequence (O14649 whole entry, looked up): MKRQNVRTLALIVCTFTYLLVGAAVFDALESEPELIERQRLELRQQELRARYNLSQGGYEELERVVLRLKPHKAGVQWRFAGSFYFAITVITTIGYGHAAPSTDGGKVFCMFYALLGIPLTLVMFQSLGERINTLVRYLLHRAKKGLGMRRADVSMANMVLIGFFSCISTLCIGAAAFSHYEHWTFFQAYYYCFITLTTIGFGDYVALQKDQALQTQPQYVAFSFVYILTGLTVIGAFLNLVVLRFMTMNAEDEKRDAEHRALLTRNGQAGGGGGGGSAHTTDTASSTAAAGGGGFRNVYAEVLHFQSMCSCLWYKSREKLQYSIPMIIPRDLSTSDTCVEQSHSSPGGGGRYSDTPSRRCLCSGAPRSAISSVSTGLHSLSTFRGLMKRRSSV
# Dyrk1A ADPGlo: inhibitors of rat Dyrk1A kinase. ADP-Glo luminescence, NFATc1 peptide. hit rate 0.43% among 310,000. inhibition, % at 12.5 µM. Q63470; in the data active = inhibition above about 50%;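 note: plate controls were vehicle with enzyme for no effect and no enzyme for full effect; many of its hits are not listed in these tables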
# PolyA inh: blocks polyadenylation in yeast reporter cells; S. cerevisiae SKY197-pL101 polyadenylation reporter, beta-gal luminescence; efflux-impaired pdr1/pdr3 knockout yeast; score 100 = 6 SD above DMSO; hit rate 0.02% among 300,000; calls only at 12 µM;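 active = lowest replicate activity score at least 50, where 100 means six control SD above control mean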;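 note: yeast exposed to compound for 9 h at 30 °C; higher score means more reporter readthrough which indicates perturbed polyadenylation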
# hERG rescue: compounds protecting human hERG from proarrhythmic drug block; hit rate 0.51% among 310,000; AID 1511; CHO-hERG, FluxOR thallium flux, dofetilide IC70 present; activation (rescue from dofetilide block), less the hit threshold, % at 10 µM;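 active = activation above the mean of controls blocked by dofetilide plus 5 SD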;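 note: thallium influx through hERG after potassium depolarization seen as dye fluorescence rise; in these data hits start at about 4.7%; inactives centre near -7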
# RGS4 act: RGS4 potentiation or activation | HEK293 M3R/inducible RGS4, carbachol calcium flux Fluo4; active compounds read low | B-score at 10 µM | hit rate 0.92% among 310,000 | AID 463111;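 active = B-score of the integrated calcium signal more than 4 SD below the library mean, with starting fluorescence not abnormally high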;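 note: negative B-score means reduced calcium response which marks RGS4 activation or potentiation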
#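 Assay system: HEK293 FlpIn-TREx cells, stable M3R, doxycycline-inducible RGS4 / Probe or stimulus: carbachol, ECmax concentration / Times: overnight RGS4 induction, 30 min dye load 37 °C, 20 min compound RT / Signal: kinetic calcium fluorescence imaging with Fluo4-AM dye, 2 µM / Measure: Agonist-evoked peak-minus-minimum fluorescence over baseline, integrated ratio, B score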
# * = called active by the depositor; i = inactive; nt = not tested or not shown. This is a subset. The share of hits here may be higher or lower than overall.
1) Cc1nc(N2CCCCC2C)c2c(C)c(C(=O)Nc3cccc(C(F)(F)F)c3)sc2n1 (stereo not drawn)
2) CCN(CC)S(=O)(=O)c1ccc(C)c(NC(=O)CSc2ncc(C(F)(F)F)cc2Cl)c1
3) CCOC(=O)c1nnn(-c2nonc2N)c1CSc1ccccn1
4) CCOC(=O)N1CCN(C(=S)NC(=O)c2ccc(F)c(F)c2)CC1
5) Cc1c(C)n(C)c2ccc(C(=O)NCCCN3CCOCC3)cc12
6) Cc1ccc(S(=O)(=O)N2CCCCC2)cc1NC(=O)CSc1ccc2c(c1)OCCO2
7) C/C(N)=C(/C#N)C(=O)COC(=O)c1ccccc1Cc1ccccc1
8) O=C(COc1ccc2c(c1)OCO2)Nc1ccccc1F

Compound,1,2,3,4,5,6,7,8
GSK3A inh,-2,-2,nt,-4,-1,0,1,1
KCNQ1 pot,i,i,i,i,i,i,i,i
KCNQ1 block,7*,i,i,i,i,i,i,i
RGS4 inh,i,i,i,i,i,i,i,i
GSK3B inh,1,0,-21,2,-3,2,1,0
KCNK9 block,i,i,i,i,i,i,i,i
KCNK3 block,i,i,i,i,i,i,i,i
Dyrk1A ADPGlo,-2,0,-3,-1,1,1,-1,3
PolyA inh,i,i,i,i,i,i,i,i
hERG rescue,-10,-8,-13,-2,-3,-6,-9,-10
RGS4 act,i,i,i,i,i,i,i,i

9) CCOC(=O)Cc1[nH]nc2c1C(c1ccsc1)C(C#N)=C(N)O2 (stereo not drawn)
10) COc1cc(/C=C2/C(=N)N3C(=NC2=O)SN=C3S(C)(=O)=O)ccc1OS(=O)(=O)c1ccccc1
11) COc1ccc(CCNc2nc(-c3ccc(NC(C)=O)cc3)cs2)cc1OC
12) COC(=O)Sc1nnc(-c2ccc(Br)cc2)o1
13) CN(C)C(CNC(=O)CCCOc1ccccc1)c1ccco1 (stereo not drawn)
14) COc1ccc(C(=O)N/C(=C/c2ccco2)C(=O)N2CCCCCC2)cc1
15) CCCCn1c(-c2ccco2)nc2oc3ccccc3c(=O)c2c1=O
16) CC(C)C(NC(=O)Cc1ccccc1[N+](=O)[O-])C(C)C

Compound,9,10,11,12,13,14,15,16
GSK3A inh,1,-4,-1,7,-1,-3,-1,-1
KCNQ1 pot,i,i,i,i,i,i,i,i
KCNQ1 block,i,i,i,i,i,i,i,i
RGS4 inh,i,i,i,i,i,i,i,i
GSK3B inh,-3,1,4,-2,-5,1,-1,2
KCNK9 block,i,i,i,i,i,i,i,i
KCNK3 block,i,nt,i,nt,i,i,i,i
Dyrk1A ADPGlo,2,nt,2,nt,1,2,nt,-7
PolyA inh,i,i,i,i,i,i,i,i
hERG rescue,-2,-16,0,-1,-11,-6,-10,-8
RGS4 act,i,i,i,i,i,i,i,i

17) Cc1ccc(SCc2cc(=O)[nH]c(Nc3nc(C)c4ccc(C)cc4n3)n2)cc1
18) Cc1ccn2c(=O)c(NC(=O)c3ccc(Br)o3)c(C)nc2c1
19) CC(C)CNC(=O)CCCc1c[nH]c2ccccc12
20) CCCCNC(=S)Nc1ccc(SC(F)F)cc1
21) O=C(N/N=C/c1cc2c(cc1[N+](=O)[O-])OCO2)c1ccc2c(c1)OCO2
22) COCCNC(=O)c1cn(C(C)c2ccccc2F)nn1 (stereo not drawn)
23) CCOC(=O)C1CCCN(C(=O)c2ccc3c(=O)n(Cc4ccccc4OC)c(=S)[nH]c3c2)C1 (stereo not drawn)
24) COc1ccc(N(C(C)C(=O)Nc2cccnc2)S(C)(=O)=O)cc1 (stereo not drawn)

Compound,17,18,19,20,21,22,23,24
GSK3A inh,0,0,-3,0,1,-1,-2,-3
KCNQ1 pot,i,i,i,i,i,i,i,i
KCNQ1 block,i,i,i,8*,i,i,i,i
RGS4 inh,i,i,i,i,i,i,i,i
GSK3B inh,-1,4,-3,3,2,0,2,-6
KCNK9 block,i,i,i,-7.7*,i,i,i,i
KCNK3 block,i,i,i,-10*,i,nt,i,i
Dyrk1A ADPGlo,3,-1,-1,nt,-4,nt,4,4
PolyA inh,i,i,i,i,i,i,i,i
hERG rescue,-11,-12,-5,-14,-3,-14,-10,-1
RGS4 act,i,i,i,i,i,i,i,i

25) CCOc1ccc(Br)cc1CNCc1cccnc1
26) CCOc1ccccc1N1CC(C(=O)NCCOc2ccccc2OC)CC1=O (stereo not drawn)
27) CCOc1ccc(NC(=O)NCC2CCN(c3ccc(OC)cc3)C2)cc1 (stereo not drawn)
28) O=C1C(Nc2ccccc2)=C(NS(=O)(=O)c2ccccc2)C(=O)c2ccccc21
29) Cc1cc(C)cc(N2C(=O)CC(Sc3ncn[nH]3)C2=O)c1 (stereo not drawn)
30) O=C1CC(=O)Nc2cc(S(=O)(=O)Nc3ccc(F)cc3Cl)ccc2N1
31) Nc1cc(-c2cccc(Br)c2)nn1Cc1ccccc1
32) O=C(Nc1ccc(N2CCN(C(=O)c3ccco3)CC2)cc1)c1ccco1

Compound,25,26,27,28,29,30,31,32
GSK3A inh,1,-5,0,-1,-3,2,-1,-5
KCNQ1 pot,i,i,i,i,i,i,i,i
KCNQ1 block,i,i,i,i,i,i,i,i
RGS4 inh,i,i,i,i,i,i,i,i
GSK3B inh,0,1,-1,1,-1,-3,2,-3
KCNK9 block,i,i,i,i,i,i,i,i
KCNK3 block,i,i,i,i,i,i,i,i
Dyrk1A ADPGlo,-3,5,2,0,-5,3,0,-8
PolyA inh,i,i,i,i,i,i,i,i
hERG rescue,-5,-13,-14,-7,-4,-10,-14,-2
RGS4 act,i,i,i,i,i,i,i,i

33) O=C(CNC(=O)c1ccc(Br)o1)Nc1ccccc1
34) CC(=O)COC(=O)C1CCN(S(=O)(=O)c2cc([N+](=O)[O-])ccc2Cl)CC1
35) CCCC(=O)c1cn(CC(=O)OC)c2ccccc12
36) CC1CCCCN1S(=O)(=O)c1ccc(N(C(=O)c2cnccn2)C(C(=O)NC2CCCCC2)c2cccs2)cc1 (stereo not drawn)
37) O=C(Nc1nc(-c2cc(F)ccc2F)cs1)C1=COCCO1
38) COc1ccc(/C=N/NC(=O)c2nn(-c3ccc(C)c(C)c3)c(=O)c3ccccc23)cc1
39) Cc1cc(C)c(NC(=O)/C=C\C(=O)O)c([N+](=O)[O-])c1
40) C/C(=N\NC(=O)c1ccccc1Cl)c1ccccn1

Compound,33,34,35,36,37,38,39,40
GSK3A inh,-2,1,1,-4,-1,2,nt,-1
KCNQ1 pot,i,i,i,i,i,i,i,i
KCNQ1 block,i,i,i,i,i,i,i,i
RGS4 inh,i,i,i,i,i,i,i,i
GSK3B inh,-2,-4,0,0,-2,-2,-18,5
KCNK9 block,i,i,i,i,i,i,i,i
KCNK3 block,i,i,i,i,i,i,i,i
Dyrk1A ADPGlo,3,2,7,-1,3,-6,4,-3
PolyA inh,i,i,i,i,i,i,i,i
hERG rescue,-10,-10,-9,-6,-8,-10,-5,-7
RGS4 act,i,i,i,i,i,i,i,i

# Nos. 36 to 40 from above:
36) CC1CCCCN1S(=O)(=O)c1ccc(N(C(=O)c2cnccn2)C(C(=O)NC2CCCCC2)c2cccs2)cc1 (stereo not drawn)
37) O=C(Nc1nc(-c2cc(F)ccc2F)cs1)C1=COCCO1
38) COc1ccc(/C=N/NC(=O)c2nn(-c3ccc(C)c(C)c3)c(=O)c3ccccc23)cc1
39) Cc1cc(C)c(NC(=O)/C=C\C(=O)O)c([N+](=O)[O-])c1
40) C/C(=N\NC(=O)c1ccccc1Cl)c1ccccn1

Compound,36,37,38,39,40
GSK3A inh,-4,-1,2,nt,-1
KCNQ1 pot,i,i,i,i,i
KCNQ1 block,i,i,i,i,i
RGS4 inh,i,i,i,i,i
GSK3B inh,0,-2,-2,-18,5
KCNK9 block,i,i,i,i,i
KCNK3 block,i,i,i,i,i
Dyrk1A ADPGlo,-1,3,-6,4,-3
PolyA inh,i,i,i,i,i
hERG rescue,-6,-8,-10,-5,-7
RGS4 act,i,i,i,i,i

# Remaining list, next part
41) CCOC(=O)c1cc(CC)sc1NC(=O)c1ccc([N+](=O)[O-])c(N2CCOCC2)c1
42) O=C(Cc1ccc(F)cc1)Nc1c(C(=O)N2CCN(c3ncccn3)CC2)oc2ccccc12
43) O=C(C1CCCN(Cc2cc(Br)ccc2O)C1)N1CCCCC1 (stereo not drawn)
44) Cc1nn(-c2ccccc2)c(C)c1/C=C/C(=O)OC(C)C(N)=O (stereo not drawn)
45) Cc1ccc2nc(N3C(=O)C(O)=C(C(=O)c4ccco4)C3c3ccc(O)cc3)sc2c1 (stereo not drawn)
46) COc1ccc(NC(=O)CSc2nnc(C3CCCCC3)n2N)cc1
47) CC(C)(CC(=O)O)CC(=O)Nc1cc(C(F)(F)F)cc(C(F)(F)F)c1
48) O=C(COc1ccc(CO)cc1Cl)Nc1ccc(F)cc1

Compound,41,42,43,44,45,46,47,48
GSK3A inh,nt,10,1,1,6,2,-5,-1
KCNQ1 pot,i,i,i,i,i,i,i,i
KCNQ1 block,i,i,i,i,i,i,i,i
RGS4 inh,i,i,i,i,i,i,i,i
GSK3B inh,-12,-1,-2,0,-1,2,3,3
KCNK9 block,i,i,i,i,i,i,i,i
KCNK3 block,i,i,i,i,i,i,i,i
Dyrk1A ADPGlo,5,-1,-3,-4,15,3,8,3
PolyA inh,i,i,i,i,i,i,i,i
hERG rescue,-11,-9,-6,-7,-8,-8,-11,-4
RGS4 act,i,i,i,i,i,i,i,i

49) CC(C)(C)c1ccc(NC(=O)NCc2ccco2)cc1
50) COc1ccc(NC(=O)Cn2c(-c3ccccc3)cn(-c3ccc(C)cc3)c2=O)cc1
51) CCc1nnc(NC(=O)CSc2nnc(-c3ccccc3O)n2-c2ccc(C)cc2C)s1
52) Cc1oc2c(cc(NS(=O)(=O)c3cccs3)c3ccccc32)c1C(=O)OC(C)C

Compound,49,50,51,52
GSK3A inh,5,-3,-2,0
KCNQ1 pot,i,i,i,i
KCNQ1 block,i,i,i,i
RGS4 inh,i,i,i,i
GSK3B inh,16,-4,1,-1
KCNK9 block,i,i,i,i
KCNK3 block,i,i,i,i
Dyrk1A ADPGlo,-1,0,-1,-1
PolyA inh,i,i,i,i
hERG rescue,-6,-13,-2,-13
RGS4 act,i,i,i,i

# Bioassay records deposited in PubChem by several laboratories.
